WT yeast gro inh – growth inhibition of WT yeast, mitochondrial fusion screen | mitochondrial fusion phenotypic screen, WT strain | inhibition, % at 10 µM | actives 2.1% (n = 190,000); in the data active = inhibition above about 58%; tested in S. cerevisiae
Ins promoter up – MIN6 insulin promoter up-regulation. MIN6 insulin promoter-GFP reporter, high-content imaging; stronger effect = higher value. z-score at 5 µM. actives 0.3% (n = 190,000). AID 1625;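 active = z-score above 3 at 5 µM with at least 500 cells counted in the well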
Autophagy HCS – autophagy modulation, high-content screen; calls only at 10 µM (by protocol); MEF GFP-LC3 puncta imaging; test concentration mostly 10 µM; actives 0.98% (n = 190,000); AID 463193;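 active = percentage of spot-positive cells more than 3 SD above its plate mean, without a fluorescence outlier flag or 80% toxicity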;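 also: spot-positive cell cutoff set from DMSO-treated cells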
MT stabilizer – microtubule stabilizers in HeLa cells. HeLa tubulin immunostaining HCS, 24 h; share of cells brighter than vehicle mean+2SD. actives 0.83% (n = 200,000). % tubulin-high responders, % at 10 µM;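 active = plate Z-score above 3 for both tubulin-high and condensed-nucleus cell shares, with cell loss under 80%, at 10 µM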;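 also: anti alpha tubulin signal scored within the nucleus-defined area of each cell; some results filed as inactive read as strong as hits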
Yfh1-off respiration – enhancers of respiration in Yfh1-depleted yeast, dose response, Friedreich's ataxia, plus single-dose screen (AID 1465); one-dose fold induction at 50 µM; EC50 in µM for titrated hits; S. cerevisiae Yfh1-off respiration, WST-1 reduction, 72 h; higher fold induction means a stronger effect; actives 0.074% (n = 220,000);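 active = fold induction of absorbance versus untreated yeast above a set limit, then at least 30% activation at any dose in follow-up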;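 also: activators that raise dye reduction in frataxin-depleted yeast; strong numbers were not always called active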
b-catenin transl – alters nuclear translocation of beta-catenin in HeLa cells; immunofluorescence imaging; nuclear translocation activity, % at 5 µM; actives 0.3% (n = 190,000); AID 1665;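 active = nuclear translocation activity above 50% at 5 µM, with a well cell count of 50 or more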;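 also: per-cell ratio of nuclear to cytoplasmic median beta-catenin stain intensity; plate controls were DMSO negative control for no effect and GSK-3 inhibitor IX positive control for full effect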
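Test system: human HeLa cells, endogenous beta-catenin. Times: 24 h compound exposure, 37°C. Measured by: beta-catenin immunofluorescence imaging with DAPI.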
HEK293 NOD2/NF-kB – NOD2 signaling inhibitors, cell-based, luminescence, uHTS, HEK293 (AID 1566). HEK293 NOD2/NF-kB luciferase reporter, luminescence; higher % means a stronger effect. inhibition, % at 4 µM, or EC50 in µM where a hit was titrated. actives 0.63% (n = 290,000); in the data active = inhibition above about 50%; also: many of its hits are not listed in these tables
Hep lipid drop – hepatic lipid droplet formation modulation. AML12 mouse hepatocytes, oleate lipid droplets, BODIPY imaging. inhibition, % at 6.5 µM. actives 0.4% (n = 240,000);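 active = lipid droplet intensity inhibited by at least 50%, with more than 500 cells counted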
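Material – AML12 mouse liver cells · Also added – oleate loading, 100 µM · Compound dosing – 6.5 µM single-point dosing · Times – overnight treatment with compound plus oleate · Measured by – fluorescence imaging, 20x objective, two fields per well · Read-out – percent inhibition of filter-corrected integrated lipid droplet intensity per well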
Dynein transport – dynein cargo transport inhibition. 3617.4 mouse cells, GR-EGFP nuclear translocation imaging; test concentration mostly 20 µM; stimulated with dexamethasone, 1 µM; stronger effect = lower value. z-score, hits read low. actives 0.47% (n = 220,000);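 active = plate z-score of nuclear minus cytoplasmic receptor signal below a set negative limit, without overly bright fluorescence or cell loss, cut at about -3.5 in these data, passing the limit was not always enough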;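 also: z-score of nuclear minus cytoplasmic ring GR-EGFP intensity difference per well; some compounds called inactive have numbers as strong as hits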
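Medium: Induction medium lacking tetracycline, stripped serum | Probe or stimulus: 1.0 µM final dexamethasone stimulus | Schedule: 48 h induction, then 1 h compound, then 30 min agonist, 37 °C | Signal: Automated 10x imaging of fixed Hoechst-stained cells | Evaluation: Per-cell GR-EGFP intensity, nucleus versus surrounding cytoplasmic ring, well-averaged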
WT yeast gro inh mutant strain – also measured in WT yeast gro inh; calls as there; inhibition, %; mitochondrial fusion phenotypic screen, mutant strain inhibition
Dynein transport cytoplasmic EGFP – second read-out of Dynein transport, no call of its own (marks repeat the call); z-score; measured here: cytoplasmic GR-EGFP intensity; stronger effect = higher value
Dynein transport nuclear GR-EGFP – further read-out of Dynein transport, marked with its call; z-score; measured here: nuclear GR-EGFP intensity;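 lower value marks the stronger effect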
Dynein transport cell count – further read-out of Dynein transport, marked with its call; z-score; measured here: cell count per field
Ins promoter up cell count – further read-out of Ins promoter up, marked with its call; cell count; measured here: cytotoxicity, nuclei count;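 total cells summed across four imaged fields per well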
Hep lipid drop cells 6.5 µM – further read-out of Hep lipid drop, marked with its call; cell count; measured here: cell count, cytotoxicity flag;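 cells counted across two imaged fields per well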
b-catenin transl cell count 5 µM – also measured in b-catenin transl; calls as there; cell count; measured here: cell count, cytotoxicity flag
MT stabilizer Hoechst-high % – second read-out of MT stabilizer, no call of its own (marks repeat the call); % Hoechst-high responders; measured here: nuclear condensation Hoechst responders;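 share of cells brighter than vehicle mean plus two SD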
MT stabilizer cytotoxicity % – recorded beside MT stabilizer, whose call it bears; toxicity, %; measured here: cytotoxicity by cell density;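 0% = mean cell density of plate MIN control wells and 100% = no cells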
Autophagy HCS cell loss 18 h – further read-out of Autophagy HCS, marked with its call; toxicity, %; measured here: cell loss, nuclei count;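 cell loss after 18 h compound exposure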
The depositor's hits bear a star; i = inactive; x = no result given; + = active, no number. This is a subset. The share of hits here may be higher or lower than overall.

SMILES	WT yeast gro inh	WT yeast gro inh mutant strain	Ins promoter up	Ins promoter up cell count	Autophagy HCS	Autophagy HCS cell loss 18 h	MT stabilizer	MT stabilizer Hoechst-high %	MT stabilizer cytotoxicity %	Yfh1-off respiration	b-catenin transl	b-catenin transl cell count 5 µM	HEK293 NOD2/NF-kB	Hep lipid drop	Hep lipid drop cells 6.5 µM	Dynein transport	Dynein transport cytoplasmic EGFP	Dynein transport nuclear GR-EGFP	Dynein transport cell count
CC(=O)Nc1ccc(C2NC(=S)N(c3ccccc3C(F)(F)F)C(C)=C2C(=O)N2CCOCC2)cc1 (stereo not drawn)	-10	6	-0.66	1253	i	5	2.3	2.3	6.5	i	-1.1	1023	16%	20	685	0.074	-0.25	0.5	-0.19
Cc1nc2ccccc2c(=O)n1CCN1CCOCC1	-1	-2	x	x	i	1	3.8	2.9	3.3	i	-3.5	1128	9%	12	729	-0.8	-0.25	-0.43	1.2
CCOc1ccc(-n2cc(C(=O)NCc3ccco3)c3cc(OC)c(OC)cc3c2=O)cc1	9	3	-1.5	1327	i	-2	3.4	2.8	6.1	i	2.0	1406	2%	x	x	-0.052	-0.28	-0.1	0.1
C/C=C/c1ccc(OCCCNC2CCCC2)c(OC)c1	x	x	0.59	775	i	8	3.3	2.1	3.1	i	1.2	991	-42%	-22	774	-1.2	-0.2	-0.43	0.59
CCOc1cc(/C=N/NC(N)=S)cc(Br)c1OCc1ccccc1C	54	38	0	786	+	11*	1.3	0.8	6.8	i	-2.4	1064	-28%	10	705	1.7	-0.22	1.6	-0.13
CCC12CN(C(=O)c3ccc([N+](=O)[O-])cc3)CC(CC)(CN(C(=O)c3ccc([N+](=O)[O-])cc3)C1)C2=O	x	x	2.6	957	x	x	x	x	x	i	-1.4	1350	-14%	-14	665	-0.45	-0.21	0.12	1.2
CCC(=O)Nc1c(-c2cccs2)c(=O)c2ccccc2n1C	-13	8	1.8	713	i	2	8.9	1.6	8.2	i	-5.6	1040	4%	-6	719	-0.49	-0.33	0.055	0.076
COc1ccc(-c2nc3ccccc3c(=O)n2NC(=O)Cc2ccccc2)cc1	-21	-10	-0.06	1497	i	13	1.8	3.3	12	i	-2.3	1127	-7%	-2	644	0.074	0.31	0.089	-0.74
CCOc1ccccc1NC(=O)C(NCC1CCCCC1)c1ccccc1 (stereo not drawn)	74*	-3.3*	-0.59	1239	i	2	1.1	2.2	5.4	i	-5.7	1061	-17%	-47	657	0.067	-0.33	-0.094	0.04
Cc1[nH]c2ccccc2c1C(=O)CN1C(=O)C(=O)N(C2CCCC2)C1=O	9	2	x	x	i	-29	3.5	1.7	2.4	i	-1.1	1077	-10%	9	692	-0.77	-0.24	-0.39	1.1
Cc1ccc(OCC(=O)Nc2ccccc2[N+](=O)[O-])c(Br)c1	9	5	0.3	1226	i	12	4.7	2.6	4.3	i	1.2	1014	-112%	5	653	0.63	1.1	0.69	-1
CCOC(=O)Cn1nc(C)c([N+](=O)[O-])c1C	-7	18	0.02	1232	i	1	2.8	2.8	5.0	i	0.3	1044	22%	-12	655	-0.3	-0.17	0.0013	0.63
COc1ccc(CNCC(=O)Nc2sccc2C#N)cc1	1	-12	0.23	1485	i	24	5.2	1.2	4.4	i	-0.3	1484	-28%	8	727	0.81	-0.2	0.82	-0.67
CCCC(=O)NC(Nc1cc(C(F)(F)F)ccc1Cl)C(Cl)(Cl)Cl (stereo not drawn)	40	-5	-0.04	1385	i	16	1.3	2.2	8.4	i	0.9	1354	-12%	x	x	1.6	-0.18	0.44	-0.66
CCOC(=O)c1oc2cccc(OC(C)=O)c2c1C	19	4	0.55	1583	i	25	2.9	1.5	3.2	x	1.2	624	-37%	x	x	0.31	-0.25	0.015	0.1
CNC(=S)N(Cc1cc2cc(OC)c(OC)cc2[nH]c1=O)C1CCCC1	-9	-8	x	x	i	-8	2.4	1.9	8.4	i	-0.4	1069	16%	-4	720	0.053	-0.32	0.12	0.48
COCCN1C(=O)N[C@@H](CCc2ccccc2)C(C(C)=O)=C1C	-9	-26	0.24	1251	i	21	3.4	2.2	7.1	i	x	x	4%	3	732	0.57	-0.33	0.56	0.51
CCCOC(=O)C1[C@H]2C(=O)N(Cc3ccco3)C[C@]23C=C[C@H]1O3 (stereo partly drawn)	0	3	0.2	1048	i	4	8.6	2.2	8.8	i	-7.0	937	11%	x	x	1.9	0.085	2.1	-1.5
CCOC(=O)CC(NC(=O)c1cccc2c1C(=O)N(Cc1cccnc1)C2)c1ccc(OC(C)C)cc1 (stereo not drawn)	0	6	x	x	i	25	2.6	2.0	4.4	i	-2.0	1027	10%	-2	703	-0.4	-0.31	-0.11	0.29
Cc1cc(NC(=O)CSC2=Nc3ccccc3C3=NC(Cc4ccccc4)C(=O)N23)n[nH]1 (stereo not drawn)	-1	8	0.03	1277	i	-4	1.8	1.9	4.2	i	x	x	0%	-1	769	-0.17	-0.25	0.21	1.2
Cn1c(N)c(C(=O)NCc2ccccc2Cl)sc1=S	2	16	0.15	823	i	4	5.9	2.5	5.9	i	-6.3	1167	3%	-13	753	0.2	-0.24	0.42	-0.32
NNC(=O)Cn1nnc(-c2ccc(C(F)(F)F)cc2)n1	x	x	-0.81	1085	x	x	x	x	x	i	0.3	1222	14%	-21	680	-1.1	0.71	-0.073	0.34
CC(C)CC(=O)Nc1c2c(nn1-c1ccc(F)cc1)CSC2	8	3	1.8	1146	i	20	3.2	1.6	4.4	x	1.9	437	5%	17	747	2.2	-0.15	2.3	-1.6
CC1CCCC(C)N1C(=O)CSc1nc2ccccc2s1 (stereo not drawn)	27	-42	0.26	769	i	4	2.9	1.7	7.5	i	-2.1	1134	-10%	7	784	0.29	-0.27	0.26	-0.41
CC(C)(C)OC(=O)N1CCN(c2ccc(CNC(=O)c3ccc(Cl)cc3)cc2)CC1	26	13	-0.06	1608	i	2	0.5	1.4	13	i	0.6	1317	25%	x	x	0.12	-0.23	0.29	0.22
Cc1cc(NC(=O)C(C)C)ncc1NC(=O)Cc1ccccc1	-32	-23	-0.36	1539	i	-35	3.6	2.8	4.0	i	-4.4	1009	10%	x	x	-0.24	-0.32	0.2	-0.25
N#C/C(=C/c1ccncc1)c1nc2ccccc2c(=O)[nH]1	x	x	0.16	1057	x	x	x	x	x	i	0.3	1304	5%	14	708	2.2	-0.0069	1.6	-2.2
O=C(N1CCOCC1)C(F)(F)C(F)(F)C(F)(F)C(F)(F)C(=O)N1CCOCC1	-1	-7	0.59	1302	i	-7	3.6	2.5	8.1	i	x	x	1%	x	x	0.066	-0.21	0.26	-0.099
Cc1sc(NC(=O)C2CCCCC2)c(C#N)c1-c1ccccc1	12	13	0.34	1616	i	10	3.7	2.7	6.1	x	-3.9	1342	-126%	x	x	0.29	-0.22	0.78	0.64
Nn1cnc2sc3c(c2c1=O)CCC3	-15	-16	-0.62	892	i	-1	1.1	1.6	18	i	-2.1	1274	10%	11	768	-0.24	-0.4	-0.17	0.29
Nc1ccc(S(=O)(=O)NC2=NCCCCC2)cc1N	1	1	0.04	1335	i	8	2.9	2.8	4.4	i	-1.2	1038	-2%	2	669	1.1	-0.13	0.78	-0.47
CCOc1ccccc1NC(=S)N1CCC(c2nc3ccccc3o2)CC1	2	-8	0.12	1395	i	7	3.6	1.5	2.6	i	x	x	-12%	-13	555	-0.14	-0.23	-0.11	0.32
Cc1cc(C)c2c(CCl)cc(=O)oc2c1	x	x	-1.2	530	x	x	x	x	x	i	-0.7	1308	5%	-1	681	-1.4	-0.63	-1	0.45
CC(Oc1ccc(C#N)cc1)C(=O)c1ccc(F)c(F)c1 (stereo not drawn)	-2	-20	-0.22	1244	i	-10	2.7	1.4	5.2	i	-1.6	1092	0%	-18	715	-0.33	-0.17	-0.13	0.081
O=C(COC(=O)Cc1c(Cl)cccc1Cl)NCCC1=CCCCC1	0	-3	1.2	1500	i	2	5.1	2.2	9.6	i	0.5	1074	13%	-13	642	-0.74	-0.22	-0.53	-0.18
Cn1c(=O)c2c(O)c(C=NCc3ccccc3)c(=O)n(C)c2n(C)c1=O	x	x	0.28	1428	x	x	x	x	x	i	-1.7	1174	7%	1	740	-0.57	-0.27	-0.42	-0.086
O=C(O)COCC(=O)Nc1cc(C(F)(F)F)cc(C(F)(F)F)c1	x	x	-0.1	932	x	x	x	x	x	i	-0.4	1261	-3%	-10	720	0.29	-0.2	0.1	-0.77
O=c1oc2ccccc2cc1-c1nc2ccccc2o1	-10	-31	-0.2	1645	i	21	4.0	3.0	4.6	i	2.1	1381	-66%	x	x	-0.31	-0.1	0.075	-0.21
CC(C)n1c(Oc2ccc(F)cc2)nc2c1c(=O)n(C)c(=O)n2C	4	4	x	x	i	10	2.3	1.4	0.2	i	0.5	791	25%	-33	720	-0.33	-0.21	-0.025	0.2
O=C(CCc1nnc(Cc2c[nH]c3ccccc23)o1)NC(C1CC1)C1CC1	0	-6	-0.1	998	i	-14	1.5	1.6	6.2	i	-0.4	1539	2%	15	577	0.63	-0.1	0.19	-0.91

Screening data as filed in PubChem.
